Screens deposited in PubChem by National Center for Advancing Translational Sciences (NCATS).
Chronic BCR inh: chronic active BCR signaling inhibition | Potency, µM (highest dose often 46.1 µM), without a hit: at the top dose ratio change, negative = lower green/red ratio, actives largely listed as inhibitors | AID 493014 | actives 0.05% (n = 340,000) | ABC-DLBCL IkBa-CBG/CBR reporter, luminescence ratio, 4 h; active = well fitted inhibition curve with a large enough effect in the signal ratio, with a control signal flat, not every such curve was filed as active; inconclusive = small, poorly fitted or top-dose-only effect, or effect the other way, or a change in a side signal; the % refers to the signal ratio;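 also: potency is read from the fitted curve at half-maximal effect; plate controls were basal doxycycline-induced cells for no effect and cells given 10 µM MG132 for full effect; MG132 reads +100%, hits lower the ratio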
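Cell line TMD8 (human ABC DLBCL), stably expressing tet-inducible CBG68-IkBa fusion and CBR; IMDM/0.5% FBS; cpd up to 46 uM; dox induction, 4 h, 37C/5% CO2; dual luminescence; green/red ratio; MG132 control.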
PKM2 act: increases activity of human pyruvate kinase M2 | P14618 | purified PKM2, Kinase-Glo ATP luminescence, activation; response scale: 0% is enzyme alone, no compound | Potency, µM (highest dose often 57.5 µM), for the others: top-dose activation, actives largely listed as activators | actives 0.34% (n = 260,000) | AID 1631; also: potency is read from the fitted curve at half-maximal effect; % is scaled to controls: 0 for no effect and ±100 for the full control effect; nearly all actives have a fitted effect of over 55% in size
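ATP formation by purified human PK-M2, quantified via coupled luciferase luminescence after 1 h at room temperature with 0.1 mM ADP and 0.5 mM PEP final.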
MBNL1-CUG inh: blocks human MBNL1 binding to CUG repeat RNA. AID 2675. TR-FRET MBNL1-His/biotin-(CUG)12 binding, 665/545 ratio. Potency, µM (series often up to 57.5 µM), without a hit: at the highest dose activity change, negative = inhibition, hits mostly inhibitors. actives 0.036% (n = 280,000); active = well fitted inhibition curve with a large enough effect in the signal ratio, with a control signal flat, not every such curve was filed as active; inconclusive = small, poorly fitted or top-dose-only effect, or effect the other way, or a change in a side signal; inactive = no such curve, though single readings can be large or run the other way; the % refers to the signal ratio; also: potency is read from the fitted curve at half-maximal effect; % is scaled to controls: 0 for no effect and ±100 for the full control effect
Target sequence (Q9NR56 whole entry, looked up): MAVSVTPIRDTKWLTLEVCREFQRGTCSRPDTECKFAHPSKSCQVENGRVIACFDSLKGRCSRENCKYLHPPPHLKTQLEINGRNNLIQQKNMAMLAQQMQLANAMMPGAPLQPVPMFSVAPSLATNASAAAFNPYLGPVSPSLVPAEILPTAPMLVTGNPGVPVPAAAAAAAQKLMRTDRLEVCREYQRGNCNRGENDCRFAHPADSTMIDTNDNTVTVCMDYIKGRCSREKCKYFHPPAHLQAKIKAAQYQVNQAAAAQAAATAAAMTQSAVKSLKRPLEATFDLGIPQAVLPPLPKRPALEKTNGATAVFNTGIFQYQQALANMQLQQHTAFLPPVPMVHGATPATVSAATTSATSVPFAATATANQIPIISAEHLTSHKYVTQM
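Compounds (final 92 nM to 58 uM) are added to His-tagged MBNL1 and biotin-(CUG)12, then terbium anti-His antibody and streptavidin-XL665 (5 nM final). After 60 min at room temperature, the 665/545 nm ratio is read.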
S-ASM inh: inhibitors of human secretory acid sphingomyelinase. AID 504937. P17405. actives 0.006% (n = 340,000). placental ASM, HMU-PC fluorogenic substrate, 60 min. Potency, µM (top dose mostly 57.5 µM), without a hit: at the top dose activity change, negative = inhibition, usual class: inhibitors; also: potency is read from the fitted curve at half-maximal effect
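qHTS format. ASM enzyme prepared from human placenta hydrolyses the fluorogenic substrate HMU-PC0 (9 uM final) over 60 min at 37 °C after a 10 min compound preincubation.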
GALK inhibitor: galactokinase (human) inhibition; Purified GALK, Kinase-Glo residual ATP luminescence; P51570; Potency, µM (top dose mostly 57.5 µM), for inactives: at the top dose activity change, negative = inhibition, usual class: inhibitors; actives 0.007% (n = 270,000); also: potency is read from the fitted curve at half-maximal effect; % is scaled to controls: 0 for no effect and ±100 for the full control effect
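Kinase-Glo Plus luminescence measured ATP left after a 1 h room-temperature reaction. The reaction used 5 nM GALK, 100 uM galactose and 35 uM ATP at pH 8.0 (20 mM HEPES, 5 mM MgCl2, 60 mM NaCl, 1 mM DTT, 0.01% BSA).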
USP2a block: USP2a (human) protease inhibition | actives 0.01% (n = 330,000) | AID 463254 | O75604 | Potency, µM (top dose mostly 38.3 µM), for inactives: top-dose activity change, negative = inhibition, most hits filed as inhibitors | USP2 core, Ub-CHOP2 coupled fluorogenic reporter, 485/531;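 also: potency is read from the fitted curve at half-maximal effect; plate controls were DMSO wells for no effect and full inhibition by NEM control for full effect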
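Cell-free coupled assay: 10nM USP2 core preincubated 30min RT with compound in Tris-HCl pH 8.0/CaCl2/CHAPS buffer, then 25nM Ub-CHOP2 and 25nM reporter substrate; fluorescence (Ex 485/Em 531) read after 60min RT, normalized to NEM inhibition, concentration-response curves fitted.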
KCNH2 WT inh: KCNH2 (human, wildtype) channel inhibition; U2OS, BacMam KCNH2, thallium flux FluxOr; hits give low values; Q12809; AID 720551; activity change, % at 1.84 µM; actives 0.37% (n = 340,000);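 active = maximum activity change below -70%; inconclusive = maximum activity change between -70% and -50%; inactive = maximum activity change above -50%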; also: % is scaled to controls: 0 for no effect and ±100 for the full control effect
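U2OS cells transduced with wild-type KCNH2 virus are loaded with FluxOr dye for 45 min, and thallium flux is measured in kinetic reads before and after stimulation buffer. Rate constants are normalized to DMSO controls.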
Eya2 inh: Eya2 (human) phosphatase inhibition | actives 0.006% (n = 330,000) | recombinant Eya2, OMFP fluorescence dephosphorylation (OMFP is methylfluorescein phosphate) | AID 488837 | O00167 | Potency, µM (highest dose often 76.9 µM), without a hit: top-dose activity, negative = inhibition, usual class: inhibitors; also: potency is read from the fitted curve at half-maximal effect; % is scaled to controls: 0 for no effect and ±100 for the full control effect
Target sequence (O00167 whole entry, looked up): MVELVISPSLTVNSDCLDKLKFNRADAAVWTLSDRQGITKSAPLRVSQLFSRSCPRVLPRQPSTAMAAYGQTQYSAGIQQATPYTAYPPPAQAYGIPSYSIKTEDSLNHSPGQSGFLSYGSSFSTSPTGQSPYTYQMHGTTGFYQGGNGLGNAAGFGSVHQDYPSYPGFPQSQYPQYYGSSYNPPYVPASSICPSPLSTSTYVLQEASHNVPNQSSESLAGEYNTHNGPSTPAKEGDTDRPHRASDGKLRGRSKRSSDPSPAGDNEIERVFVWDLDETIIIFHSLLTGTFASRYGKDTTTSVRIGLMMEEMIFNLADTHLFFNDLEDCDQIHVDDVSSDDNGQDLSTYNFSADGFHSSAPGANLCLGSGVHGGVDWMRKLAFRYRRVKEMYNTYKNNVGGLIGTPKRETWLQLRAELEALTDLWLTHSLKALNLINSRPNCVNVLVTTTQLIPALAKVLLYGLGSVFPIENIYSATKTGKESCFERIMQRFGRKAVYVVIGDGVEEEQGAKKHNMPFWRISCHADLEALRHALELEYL
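Eya2 (0.2 uM) preincubated 10 min at ambient with compound, then OMFP substrate added at 50 uM; 10 min reaction in 50 mM HEPES pH 7.5, 50 mM NaCl, 5 uM MgCl2, 0.05% BSA, 1 mM DTT. Fluorescence read at Ex 485/Em 525 nm.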
Mito fusion act: inhibitors of mitochondrial division or activators of mitochondrial fusion; Potency, µM (highest dose often 46.1 µM), without a hit: at the highest dose growth rescue (activation), actives largely listed as activators; AID 485298; actives 0.23% (n = 320,000); S. cerevisiae fusion-defective mutant growth rescue, CellTiterGlo 48 h;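 also: potency is read from the fitted curve at half-maximal effect; % of control where 0% means no effect; nearly all actives have a fitted effect of over 45% in size; temperature-sensitive fusion mutants such as fzo1-1 at 37 °C on non-fermentable ethanol glycerol medium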
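Compounds are tested for their ability to restore growth of mitochondrial fusion-defective yeast strains at non-permissive 37C in YPEG medium over 48 hours. Viability is quantified by luciferase luminescence.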
Menin-MLL TR inh: menin-MLL binding inhibition, Texas Red mutant peptide | Potency, µM (top dose mostly 61.6 µM), for inactives: top-dose FP activity change, negative = inhibition, usual class: inhibitors | Menin + Texas Red MLL mutant peptide, fluorescence polarization | AID 1768 | actives 0.23% (n = 270,000) | O00255; active = well fitted inhibition curve with a large enough effect in the polarisation, with a control signal flat, not every such curve was filed as active; inconclusive = small, poorly fitted or top-dose-only effect, or effect the other way, or a change in a side signal; inactive = no such curve, though single readings can be large or run the other way; the % refers to the polarisation; also: potency is read from the fitted curve at half-maximal effect; % of control where 0% means no effect; many of its hits are not listed in these tables
TSHR antag: human thyrotropin receptor antagonism | P16473 | TSHR-expressing cells, TSH-stimulated cAMP HTRF, 2 h; hits give low values | activity change, negative = inhibition, % at 11.5 µM | actives 0.2% (n = 330,000) | AID 504810;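 active = activity change below a set negative limit, meaning inhibition stronger than a set level, cut at about -70% in these data; inconclusive = activity change between two set negative limits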; also: % is scaled to controls: 0 for no effect and ±100 for the full control effect
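Cell-based HTRF cAMP assay; TSHR cells + compound, TSH EC80 (4nM final), 2 h, 37 deg C. Lysis with anti-cAMP cryptate and cAMP-d2, 30 min RT, read 665/620 nm.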
The depositor's hits bear a star; ? = inconclusive; . = not tested or not shown; [ ] = another dose, or the depositor's remark. Unless noted, calls follow the shape of the dose curve; as a rule, active = well fitted curve in the direction sought with a large enough effect; inconclusive = small, poorly fitted or top-dose-only effect, or another doubt; inactive = no such curve, though single readings can be large; an effect the other way counts as inactive or inconclusive. Some of the compounds tested. The share of hits here may be higher or lower than overall.

SMILES | Chronic BCR inh | PKM2 act | MBNL1-CUG inh | S-ASM inh | GALK inhibitor | USP2a block | KCNH2 WT inh | Eya2 inh | Mito fusion act | Menin-MLL TR inh | TSHR antag
CC[C@]12c3[nH]c4ccc(Cl)cc4c3CCN1C(=O)[C@@H](CC(=O)NCCCN(C)C)C[C@@H]2C(=O)N1CCN(C(=O)C2CC2)CC1 | 3% | . | . | 3% | . | 1% | 4 | 4% | . | . | -3
COc1cc(CC(=O)NCC2CCCCC2)cc(OC)c1OC | -3% | . | -20% | 2% | 5% | 1% | 4 | -2% | 1% | 14% | -4
CNC(=S)N/N=C/c1c(C)cccc1Cl | ? | -1% | -9% | 1% | -1% | -2% | -4 | 12% | -5% | . | -1
COc1ccc(S(=O)(=O)Nc2nc3ccccc3nc2Nc2cccc(C(=O)O)c2)cc1 | 17% | -21% | 5% | 30%[activator] | -8% | -1% | 7 | 7% | 2% | ? | -14
CNC(=O)CSc1nnc(-c2ccccc2)n1C | -1% | 4% | -3% | 2% | 1% | 1% | 5 | 2% | -9% | 0% | 4
Cc1ccc(NC(=S)NCc2cccn2C)cc1 | 7% | -9% | 0% | -1% | 0% | -3% | -6 | -8% | 1% | -1% | 2
CCOC(=O)C1(C)Oc2ccc(S(=O)(=O)CC)cc2NC1=O (configuration not stated) | 23% | 3% | -2% | 4% | -2% | 0% | -2 | 5% | -10% | -3% | 10
COc1cc(Cl)ccc1OCc1cc(C(=O)N(C)CCc2c(C)n[nH]c2C)no1 | -1% | -2% | -4% | 2% | -4% | 0% | -2 | -5% | 0% | 3% | 9
COc1cc(-n2nnnc2SCC(=O)N2CCN(c3ccc(F)cc3)CC2)c(OC)cc1Cl | ? | -11% | -4% | -2% | -2% | 1% | 9 | -4% | 6% | 2% | 1
Cc1cc(C(=O)CN2C(=O)C(=O)N(C3CCCC3)C2=O)c(C)n1CCc1ccc(F)cc1 | ? | . | . | -1% | . | 1% | 22 | -3% | 14% | . | -19
COc1ccc(N(CC(=O)NC2CC3CCC2C3)S(=O)(=O)c2ccccc2)cc1OC (configuration not stated) | 2% | 3% | -2% | 7% | 6% | 1% | -6 | 3% | 1% | -2% | 1
COc1ccc(Cl)cc1NC(=O)CN(C)C(=O)c1sc2ccccc2c1Cl | -9% | . | . | -11% | . | 2% | -2 | -1% | ? | . | -2
CCC(C)(C(=O)NC1CCCC1)N(C)C(=O)c1ccccn1 (configuration not stated) | ? | 0% | 4% | 10% | 1% | 1% | -2 | -5% | 3% | 7% | 2
COc1ccc(S(=O)(=O)CCC(=O)NCCc2cccc(C)c2)cc1 | ? | -1% | 15% | -3% | 0% | 2% | -1 | -6% | 1% | -3% | -5
S=c1nc(-c2ccccc2)n(-c2ccccc2)[nH]1 | 0% | . | 17% | 5% | -3% | 2% | 2 | -2% | -18% | 0% | -2
CC(C)(C)C1CCC(=NNC(=O)c2ccco2)CC1 (configuration not stated) | ? | -3% | -11% | 0% | -3% | -3% | -2 | -3% | 3% | . | 29
O=C1CN(C(=O)c2ccccc2F)C(c2ccc(F)cc2)c2cc(F)ccc2N1 (configuration not stated) | -9% | . | -5% | -2% | . | 2% | -5 | 1% | -22% | -5% | 13
COc1ccccc1N1CCN(C(=O)c2ccc(Br)s2)CC1 | ? | -5% | -2% | 1% | 1% | 4% | -8 | 10%[15.4 µM] | 4% | 0% | -7
Cc1cccc(CN2CCN(CC(=O)NCCCN3CCN(c4ccc(F)cc4)CC3)C2=O)c1 | 5% | 6% | 0% | 4% | -3% | 1% | 60 | -1% | -1% | . | -12
O=C(N/N=C/c1ccc(Cl)cc1)Nc1ccccc1 | -29% | 3% | 4% | -2% | -2% | 4% | -7 | -1% | -7% | 11% | -15
O=C(/C=C/c1cccs1)Nc1ccc(N2CCOCC2)c(S(=O)(=O)Nc2cc(Cl)ccc2Cl)c1 | -1% | -1% | -1%[11.5 µM] | -3% | . | 3% | 8 | -2% | -25% | ? | 18
COc1ccc(C(=O)N/N=C/c2sc(N3CCOCC3)nc2-c2ccccc2)cc1OC | -7% | -1% | -3% | 146%[activator] | -1% | 4% | -17 | -1% | -6% | -10% | -11
COC(=O)C1=C(C)N(C)C(C)=C(C(=O)OC)C1c1ccc(Cl)cc1 | -18% | 6% | 3% | -20% | 1% | 0% | 0 | -23% | 3% | -7% | 6
COc1cc(/C=C2\SC(=Nc3c(C)n(C)n(-c4ccccc4)c3=O)NC2=O)ccc1O | ? | -4% | ? | -3% | -2% | 9% | 6 | 2% | 1% | 22% | 5
Cc1ccnc(NC(=O)c2ccc(Cl)s2)c1 | ? | . | 2% | 1% | 7% | -1% | -4 | 9% | -4% | 39%[activator] | -2
Cc1cc(C)n2nc(C(=O)NNC(=O)c3ccc(Cl)cc3)nc2n1 | -1% | -5% | -2% | 3% | -5% | 2% | 7 | 5% | 3% | . | 3
CC(C)CC(=O)Nc1ccc(Oc2ccc(NC(=O)CC(C)C)cc2)cc1 | ? | 5% | -3% | -2% | 1% | 3% | -1 | 2% | -3% | -4% | 26
O=C(NNc1ccccc1F)c1ccccc1 | ? | 3% | . | 3% | -2% | -2% | 1 | 16% | -3% | . | -1
CCN1CCN(c2ccc(NC(=O)c3cc4ccccc4cc3OC)cc2C)CC1 | ? | . | . | -2% | . | 2% | 1 | -2% | 5% | . | 3
Cc1sc2ncnc(N3CCC(C(=O)NNC(=O)COc4cccc(C(F)(F)F)c4)CC3)c2c1C | ? | . | . | . | . | 5% | -13 | -9% | 2% | . | -24
CCOC(=O)c1c(NC(=O)CN2C(=O)NC(C)(c3ccc(Cl)cc3)C2=O)sc(C(=O)NC)c1C (configuration not stated) | 11% | -1% | -2% | -13% | 0% | -10% | 0 | 8% | -5% | 1% | -36
Cc1cccc(C(=O)Oc2ccccc2-c2nnco2)c1 | . | 4% | 0% | 4% | 4% | . | 4 | . | 0% | -12% | .
O=C(CSCC(=O)OCn1nnc2ccccc2c1=O)Nc1ccc(Cl)cc1 | ? | 6% | 0% | -4% | -2% | -1% | -2 | 7% | 2% | . | -17
Cc1c(NC(=O)/C(=C\c2ccccc2)NC(=O)c2ccccc2)c(=O)n(-c2ccccc2)n1C | -4% | 0% | -5% | 2% | 2% | -1% | 7 | -5% | 0% | 24% | 1
Cc1ccc(C(C2=C(O)CC(C)(C)CC2=O)C2C(=O)CC(C)(C)CC2=O)s1 (configuration not stated) | ? | 19% | -3% | -1% | 0% | -1% | 1 | -25% | 0% | -13% | 5
CSCC(=O)Nc1ccc(F)c(Cl)c1 | -1% | -5% | 4% | -2% | 6% | 0% | -5 | -8% | 3% | . | -4
COc1cccc2c(SCC(=O)N/N=C/c3ccc(O)cc3O)cc(C)nc12 | ? | -2% | 8% | -6% | 9% | 3% | 3 | 7% | 10% | 31%[activator] | -10
CC1(C)CC(=O)c2sc(NC(=O)C(C)(C)C)nc2C1 | ? | 4% | 1% | 16% | 1% | -1% | 16 | -5% | -6% | 2% | 9
C[C@@]12C(=O)Nc3ccc(Cl)cc3C(=O)N1[C@H]1c3ccccc3OC[C@@H]1[C@@H]2c1ccccc1 | ? | . | . | -3% | . | -5% | -6 | 2% | -20% | . | -13
Cc1nnc(NC(=O)CN2CCN(Cc3ccccc3)CC2)s1 | 1% | -7% | -3% | 1% | 3% | 0% | 0 | -8% | -4% | -5% | 7
COCCN1CCc2[nH]c(=S)[nH]c(=O)c2C1 | ? | -5% | -14% | 5% | -1% | 3% | -3 | 4% | -5% | 11% | 14
N#Cc1ccccc1NC(=O)c1ccc2c(c1)OCO2 | -7% | -9% | 4% | 1% | 0% | -1% | -1 | -2% | -1% | 8% | -12
Oc1ccc(C[C@H]2CNCCN2CC2CCCCC2)cc1 | -9% | . | . | 5% | . | 0% | 5 | -23% | -5% | . | 5
